RAD52 inh = inhibitors of human RAD52 DNA annealing; P43351; recombinant RAD52 DNA annealing, FRET fluorescence; inhibition, % at 18.7 µM; 360,000 tested, 0.46% active; AID 651710;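 active = every replicate showing at least 50% inhibition; inconclusive = mean inhibition at least 50% but not in every replicate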
Xi reactivation = X-chromosome reactivation activator | activation, % at 7.58 µM | 360,000 tested, 0.055% active | XiGFP mouse fibroblasts, % GFP-positive cells imaging, 3 d; cells co-treated with 5-aza-dC sensitizer; scaled so ellipticine positive control = 100% | AID 743238;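 active = mean normalized replicate activation at least 10% and every replicate at or above 10%; inconclusive = only one of the two criteria met; inactive = mean below 10% and not all replicates reach 10%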;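 also: 0% = median of on-plate neutral control wells and 100% = ellipticine 6 µM median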
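Assay system – SV40-immortalized XiGFP fibroblast cells, line 68-5-11 · Buffer or medium – DMEM supplemented with 5-aza-dC as sensitizing agent · Dosing – one concentration, pinned · Benchmarks – positive control ellipticine, 6 µM final · Times – 3 days compound exposure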
INS-1E GSIS act = primary screen for activators of insulin secretion dependent on glucose, INS-1E cells, GLuc reporter luminescence; INS-1E GLuc reporter insulin secretion, 2-3 h; activation, % at 16.6 µM; 370,000 tested, 0.61% active; AID 743287;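 active = lowest replicate activation of at least 40%, so every replicate reaches that level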;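 also: 0% = median of neutral control wells and 100% = median of IBMX positive control wells; some compounds called inactive have numbers as strong as hits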
E-selectin induc = induces E-selectin expression in human endothelial cells; P16581; HUVEC E-selectin immunofluorescence imaging; normalized: neutral wells 0, TNF-alpha wells 100; activation, % at 7.58 µM; 260,000 tested, 0.37% active;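 active = mean E-selectin-positive cell signal at least 10% of the positive control, reached in at least 60% of replicates, without over 20% cell loss; inconclusive = no rule given, readout overlaps actives, possibly toxicity-flagged; inactive = the rest, including those meeting only one limit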;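 also: in these data hits start at about 27%; measured in HUVEC primary endothelial cells; signal is the percent of cells scored E-selectin positive by PE staining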
Target sequence (P16581 whole entry, looked up): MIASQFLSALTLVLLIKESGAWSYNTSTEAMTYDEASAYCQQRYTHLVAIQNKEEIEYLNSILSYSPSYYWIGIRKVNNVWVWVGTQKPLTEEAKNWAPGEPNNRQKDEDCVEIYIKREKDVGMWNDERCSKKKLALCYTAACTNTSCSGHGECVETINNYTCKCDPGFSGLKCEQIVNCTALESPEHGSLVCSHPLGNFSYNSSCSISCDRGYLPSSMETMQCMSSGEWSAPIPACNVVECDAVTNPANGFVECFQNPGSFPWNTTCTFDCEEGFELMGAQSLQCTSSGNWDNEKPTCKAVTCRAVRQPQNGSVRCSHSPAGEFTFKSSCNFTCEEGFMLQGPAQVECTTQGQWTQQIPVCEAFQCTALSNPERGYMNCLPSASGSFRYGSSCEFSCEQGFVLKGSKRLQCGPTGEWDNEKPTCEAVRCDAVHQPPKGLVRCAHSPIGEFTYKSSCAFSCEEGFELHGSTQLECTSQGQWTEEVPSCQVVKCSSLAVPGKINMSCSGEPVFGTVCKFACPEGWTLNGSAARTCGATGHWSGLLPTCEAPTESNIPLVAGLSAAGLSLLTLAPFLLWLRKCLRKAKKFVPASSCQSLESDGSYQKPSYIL
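System: HUVEC / Compound: single concentration / Signal: immunofluorescence imaging / Read-out: percent E-selectin-positive cells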
CFTR F508del cor = CFTR F508del correction in bronchial cells. activity (quench increase), % at 7.58 µM. CFBE cells, YFP halide quenching; stimulated with forskolin plus potentiator P3; % fluorescence drop versus neutral controls. 350,000 tested, 0.36% active;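 active = mean added fluorescence quench of at least 8% versus neutral control, with both replicates also reaching 8%; inconclusive = only one of the mean or replicate conditions met; inactive = mean below 8% and not both replicates reaching 8%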;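 also: cells transiently co-express mutant CFTR-F508del with the halide-sensitive YFP; corrector assay measuring rescue of mutant channel to the surface after 24 h compound exposure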
RAD54 branch = blocks human RAD54 Holliday junction branch migration; FAM/BHQ fluorescence; inhibition, % at 10.4 µM; 360,000 tested, 0.14% active; AID 602329;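 active = mean normalized replicate activity at least 40 and at least half of replicates scoring 40 or more; inconclusive = only one of the two criteria met; inactive = mean below 40 and under half of replicates reaching 40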;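 also: 0% = median of neutral control wells and 100% = median of positive control wells; inhibitors cause a drop in the FAM fluorescence signal; in these data hits start at about 50%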
CASP6 VEID inh = blocks human caspase-6 cleavage activity. purified caspase-6, Z-VEID-R110 cleavage fluorescence. inhibition, % at 12.5 µM. 350,000 tested, 0.53% active. AID 686996;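 active = mean inhibition across replicates at least about 35%, with every replicate also reaching that limit, limit read from the data; inconclusive = only one of the two criteria met; inactive = neither criterion met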;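 also: 0% = median of neutral control wells and 100% = no fluorescence left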
Target sequence (P55212 24-179 limits assumed): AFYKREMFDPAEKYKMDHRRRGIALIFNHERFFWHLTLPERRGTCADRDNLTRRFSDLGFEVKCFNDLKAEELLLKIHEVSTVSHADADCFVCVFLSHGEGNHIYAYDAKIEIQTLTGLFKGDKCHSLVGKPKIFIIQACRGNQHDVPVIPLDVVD
Target sequence (P55212 194-293 limits assumed): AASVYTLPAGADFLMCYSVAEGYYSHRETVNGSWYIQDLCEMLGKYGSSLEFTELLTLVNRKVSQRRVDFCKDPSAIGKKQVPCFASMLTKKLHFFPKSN
DENV2 CPE = protects cells from dengue virus 2 cytopathic effect. 350,000 tested, 1.7% active. DENV2-infected cells, cytopathic effect rescue, plate reader. CPE inhibition, % at 9.99 µM; in the data active = CPE inhibition above about 20%, passing the limit was not always enough; inconclusive = no clear call, values can overlap the other calls; tested in BHK-21 cells;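 also: 0% = median of neutral control wells and 100% = median of positive control wells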
Numbers without * were called inactive; ? = inconclusive; nt = no result given; & = joins results of further samples.

SMILES	RAD52 inh	Xi reactivation	INS-1E GSIS act	E-selectin induc	CFTR F508del cor	RAD54 branch	CASP6 VEID inh	DENV2 CPE
Cc1ccccc1-c1cc(C(=O)NCc2cccc(C(F)(F)F)c2)nn1CC1CC(c2cccc([N+](=O)[O-])c2)=NO1 (centres undefined)	-18	0.3	nt	nt	2.6	5	1	49*
CNC[C@@H]1Oc2c(NC(=O)Nc3ccc(C(F)(F)F)cc3)cccc2C(=O)N([C@H](C)CO)C[C@H]1C	8	-0.3	-18	0.3	-0.3	-6	0	-4
CCCN(CC(=O)Nc1ccccc1OC)C(=O)CCC(=O)c1ccc(OCC)cc1	-61	0.3	-26	nt	-1.1	2	11	6
COc1ccccc1-c1nc(SC)n[nH]1	3	0.2	4	nt	0.1	-1	-3	1
N#CC(C#N)=Cc1ccc(OCC(=O)N2CCOCC2)cc1	-4	0.0	-5	1.3	-2.4	nt	-1	-3
CCS(=O)(=O)c1ccc(O)c(NC(=O)COc2ccc(OC)cc2)c1	nt	-0.2	11	-0.4	nt	-2	nt	nt
CC(C)NC(=O)Nc1ccc2c(c1)C(=O)N([C@H](C)CO)C[C@H](C)[C@@H](CN(C)C(=O)Nc1ccc(F)cc1)OCCCC[C@H](C)O2	-9	0.1	-1	nt	-3.9	-1	0	-8
CCN(CC)S(=O)(=O)c1ccc(N2CCOCC2)c(NC(=O)COc2ccccc2C)c1	-7	-0.7	-26	-1.6	7.7	-2	-1	3
CCN([C@H](CO)CC(C)C)S(=O)(=O)c1ccccc1	-15	0.1	1	0.0	1.5	-2	2	10
CC1CCN(S(=O)(=O)c2ccc3c(c2)n(C)c(=O)n3C)CC1	-7	-0.1	10	-1.2	5.2	1	2	-9
COc1ccc(NC(=O)Nc2ccc3c(c2)[C@@H]2C[C@@H](CC(=O)NCc4ccccn4)O[C@@H](CO)[C@@H]2O3)cc1	-6	0.1	14	0.7	-3.3	2	-4	5
CC(C)NC(=O)N(C)C[C@@H]1Oc2ncc(C#Cc3cccc(F)c3)cc2C(=O)N([C@H](C)CO)C[C@@H]1C	-6	-0.5	4	0.0	-1.8	-1	-3	15
COc1ccc(CN2CCN(C(C)C)C(CCO)C2)cc1Cn1cccn1 (centres undefined)	-3	0.0	7	nt	1.2	nt	-5	1
CC1=C(C(=O)Nc2cccc(C(=O)NC3CCCC(C)C3C)c2)SCCO1 (centres undefined)	-8	2.5	-9	nt	1.8	1	-2	?
Cc1ccc(NC(=O)CSCC(=O)Nc2ccc(N3CCOCC3)cc2N2CCOCC2)cc1	-12	0.0	7	7.0	-1.7	-9	3	11
Cc1cc(=O)c2ccccc2s1	-5	nt	1	nt	2.0	11	-3	-4
CO[C@@H]1CN(C)C(=O)c2cc(NC(=O)C3CCOCC3)ccc2OC[C@@H](C)N(Cc2cccnc2)C[C@@H]1C	-2	0.6	27	-0.1	2.6	1	nt	2
O=C(NCc1ccccc1)c1cccc(NC(=O)C2CCCCC2)c1	-11	0.0	-21	6.6	1.9	1	-4	5
O=C(N[C@H](Cc1ccccc1)C(=O)N1CCN(c2ccc(Cl)cn2)CC1)[C@H]1O[C@@H](n2ccc(=O)[nH]c2=O)[C@H](O)[C@@H]1O	-5	0.6	19	-0.1	0.6	nt	1	3
COc1ccccc1N1CCN(C(=O)CN2C(=O)c3ccccc3C2=O)CC1	-11	0.2	-23	nt	0.0	nt	1	-1
C[C@@H]1CN([C@@H](C)CO)C(=O)c2cccc(NS(=O)(=O)c3ccc(F)cc3)c2O[C@H]1CN(C)Cc1ccccc1	-4	0.0	6	0.1	-3.5	3	3	-4
Clc1ncccc1-c1nc2ccccc2n1Cc1ccccc1	-13	nt	-8	nt	0.5	13	2	7
O=C(O)C1CCCN1c1ncccc1[N+](=O)[O-] (centres undefined)	-7	0.1	4	-0.3	0.8	nt	3	-9
C[C@@H]1CCCCO[C@H](CN(C)C(=O)Nc2ccc(C(F)(F)F)cc2)[C@@H](C)CN([C@H](C)CO)C(=O)c2cc(NS(C)(=O)=O)ccc2O1	0	-1.0	-1	-0.1	1.1	1	-2	3
O=C(CCc1nnc(-c2ccsc2)o1)NCc1ccccc1OC(F)(F)F	-18	0.0	3	0.6	-0.3	3	-3	1
CN(C)S(=O)(=O)c1ccc(NC(=O)Cn2ccsc2=N)cc1	-11	0.1	-1	0.0	1.4	-5	2	-3
CC(=O)c1ccc(Oc2ncnc(N)c2[N+](=O)[O-])cc1	-7	0.0	18	-1.7	3.1	-6	1	-2
Cc1cc(NC2CCCCC2)nc(NCc2ccccc2)n1	-8	0.2	-24	nt	-22	7	-3	6
CCCc1cn(CC[C@H]2CC[C@H](NC(=O)C3CCC3)[C@@H](CO)O2)nn1	7	-0.4	5	-0.3	-0.6	-3	-1	-7
COc1ccc(NC(=O)N[C@H]2C=C[C@H](CC(=O)NC3CCCCC3)O[C@H]2CO)cc1	2	-0.4	-7	-0.3	-0.7	1	2	4
O=C1NCC(O)=C1C=NC12CC3CC(CC(C3)C1)C2	-1&-10	nt	12&5	nt	4.3&-1.1	nt	3	?
COc1ccc(C2CCCN2CC(O)COc2ccccc2C(C)C)cc1 (centres undefined)	-189	0.0	-17	0.3	0.6	-22	-4	-1
CCOc1nc(NC(=O)NS(=O)(=O)c2cccc(Cl)c2)nc(-c2ccccc2)n1	-3	-0.1	71*	5.7	nt	-6	0	-4
O=C(C[C@H]1CC[C@H]2[C@@H](COC[C@@H](O)CN2Cc2cc(F)ccc2F)O1)N[C@H]1CCN(Cc2ccccc2)C1	-8	-0.1	3	0.0	-0.2	3	-6	1
CO[C@H]1CN(C)C(=O)c2ccc(NS(=O)(=O)c3ccccc3Cl)cc2OC[C@@H](C)NC[C@H]1C	nt	0.2	1	-0.1	1.8	nt	nt	nt
O=C(Nc1ccc(S(=O)(=O)N2CCOCC2)cc1)c1cc([N+](=O)[O-])ccc1Cl	-11	0.0	nt	nt	-2.3	9	3	7
O=C(CCN1C(=O)c2cccc3cccc(c23)C1=O)Nc1ccon1	-17	0.0	4	-5.4	-0.4	7	1	8
CCc1ccc(/C=C2/C(=O)N(C)C(=S)N2CC(=O)OC)s1	-37	0.5	0	0.6	0.2	nt	0	nt
CCCNC(=O)N[C@H]1C=C[C@@H](CC(=O)NC2CCC2)O[C@@H]1CO	-13	-0.4	1	-0.2	-0.6	0	-1	14
CN1CCCCC(NC(=O)CSc2ccccc2)C1=O (centres undefined)	2	0.1	12	1.4	-0.3	nt	2	11
COc1ccc(CNC(=O)C(=O)NCCCn2ccnc2)cc1	-5	0.3	-5	-2.5	-1.3	0	2	-2
CCCc1ccc(C(O)c2ncc(-c3ccc(OC)cc3)[nH]2)cc1 (centres undefined)	-20	-0.2	nt	nt	1.5	-2	1	7
O=C(Nc1cccc(S(=O)(=O)NC2=NCCC2)c1)c1ccc(OC(F)F)cc1	0	0.0	-6	nt	-1.0	5	-2	15
Cc1nc(C)c(C(=O)NNC(=O)Nc2ccc(Cl)cc2)s1	-7	0.0	-8	0.8	1.4	3	2	14
COc1ccc(-c2sc3ccccc3c2-c2ccc(OC)cc2F)cc1	-4	0.0	15	-0.3	1.5	nt	-3	-3
Cc1ccc(C(=O)c2ccccc2C(=O)OCC(=O)N2CCCC2)cc1	-6	0.1	6	0.2	-0.1	-7	-3	10
O=C(C[C@@H]1CC[C@@H](NC(=O)c2ccccc2)[C@@H](CO)O1)NCc1ccc(Oc2ccccc2)cc1	-6	-0.5	-14	-0.3	1.7	-4	-2	5
O=C(C1CC1)N1C[C@H]2[C@@H](c3ccccc31)[C@@H](CO)N2Cc1ccccc1Cl	-29	0.0	-2	0.0	-2.5	7	-3	18
O=C(CNC(=O)c1cccs1)N/N=C/c1cccc(Br)c1	-3	0.2	19	0.2	-1.0	-6	-2	3
O=C(N[C@H]1CC[C@@H](CCn2cc(-c3ccccn3)nn2)O[C@@H]1CO)c1ccncc1	-22	0.7	4	0.2	-0.1	1	3	-8
O=C(NNC(=S)Nc1ccc(Cl)cc1Cl)c1cccnc1	-13	1.2	-26	nt	4.6	-7	1	-9
CC1CC1C(=O)OCC(=O)c1c(N)n(C)c(=O)n(C)c1=O (centres undefined)	-12	0.0	7	nt	-4.8	nt	3	-3
O=C(NCC(=O)N1CCCCCC1)c1ccc(Br)cc1	-11	0.3	-6	nt	1.9	-2	-3	-3
Cc1nn2c(N)c(-c3ccccc3)cnc2c1-c1ccccc1	-2	0.1	10	nt	-6.5	-13	-1	-4
Cc1nc2c3ccccc3nc(NNC(=O)CCC(=O)N3CCCC(C)C3)n2n1 (centres undefined)	-12	0.0	24	nt	0.2	-4	2	-1
C/C(=N/NC(=O)OC(C)(C)C)c1ccco1	-18	0.0	-1	nt	2.8	nt	1	1
COc1ccc(NC(=O)N2CCN(S(C)(=O)=O)CC2)c(OC)c1	4	0.0	7	nt	1.1	nt	nt	-2
CCNC(=S)N1CCC(C(=O)c2ccc(F)cc2)CC1	-9	-0.1	1	-0.2	0.7	4	-2	0
O=C(CSc1cn(CCNC(=O)c2ccccc2F)c2ccccc12)NCC1CCCO1 (centres undefined)	10	-0.1	10	-0.3	-1.8	2	-1	5
CCOC(=O)C(CNc1ccc(O)cc1)NC(=O)c1ccccc1 (centres undefined)	-14	-0.1	28	-0.2	0.3	nt	10	5
New compounds follow
SMILES	RAD52 inh	Xi reactivation	INS-1E GSIS act	E-selectin induc	CFTR F508del cor	RAD54 branch	CASP6 VEID inh	DENV2 CPE
COc1ccc(S(=O)(=O)N(CC(=O)NC2CCCCC2)c2ccc(F)cc2)cc1	-10	0.1	4	0.0	-0.9	5	-3	1
Cc1ccc(OCC(=O)N/N=C\c2ccncc2)c(C)c1	2	0.1	4	0.5	2.7	-1	4	1
C[C@H](CO)N1C[C@H](C)[C@H](CN(C)S(=O)(=O)c2ccc(F)cc2)Oc2ncc(C#CC3(O)CCCC3)cc2C1=O	1	-1.1	4	0.4	0.7	7	-1	4
O=S(=O)(c1ccc(NC(=S)N2CCOCC2)cc1)N1CCCCC1	-6	-0.1	-7	0.0	0.1	-5	1	-6
O=C(COc1ccc(S(=O)(=O)N2CCOCC2)cc1Cl)N1CCCC1	-10	0.0	-4	-0.1	-0.2	11	-5	-4
COc1ccc(C)cc1NC(=O)NC1CCCCCCC1	-7	-0.1	-4	0.0	0.8	-1	-2	5
C[C@@H]1CCCCO[C@@H](CN(C)C(=O)C2CCCCC2)[C@@H](C)CN([C@H](C)CO)C(=O)c2cc(NC(=O)Nc3ccc(C(F)(F)F)cc3)ccc2O1	-1	-0.7	7	0.7	2.9	20	1	2
CCNC(=O)C[C@H]1C=C[C@@H](NC(=O)C2CCOCC2)[C@H](CO)O1	2	-0.6	11	-0.3	-0.9	-4	3	6
COC(=O)c1ccc2c(=O)[nH]c(COC(=O)c3c(-c4ccccc4)noc3C)nc2c1	0	0.0	-2	0.2	-2.7	-1	6	?
C[C@@H]1CCCCO[C@@H](CN(C)S(=O)(=O)c2ccc(Cl)cc2)[C@H](C)CN([C@H](C)CO)C(=O)c2cc(NS(=O)(=O)c3ccccc3)ccc2O1	15	0.4	-9	-0.2	-3.0	-1	-4	-20

Compounds were not picked by outcome. About 3.7% of those tested had a hit in this group.
